Lipid droplet = modulators of hepatic lipid droplet formation | inhibition, % at 6.5 µM | AID 1656 | AML12 mouse hepatocytes, oleate lipid droplets, BODIPY imaging | 240,000 tested, 0.4% active;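 active = lipid droplet intensity inhibited by at least 50%, with more than 500 cells counted; inconclusive = wells with under 300 cells, treated as cytotoxic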
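Test system: AML12 mouse liver cells; schedule: overnight exposure; technique: high-content imaging of BODIPY-stained droplets and DAPI nuclei; read-out: % inhibition of corrected integrated BODIPY droplet signal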
bCat nuc transl = beta-catenin nuclear translocation modulation; HeLa beta-catenin nuclear translocation, immunofluorescence imaging; nuclear translocation activity, % at 5 µM; 190,000 tested, 0.3% active; AID 1665;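 active = nuclear translocation activity above 50% at 5 µM, with a well cell count of 50 or more; inconclusive = wells under 50 cells across six images, flagged as toxic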;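 note: per-cell ratio of nuclear to cytoplasmic median beta-catenin stain intensity; plate controls were DMSO negative control for no effect and GSK-3 inhibitor IX positive control for full effect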
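Test system: human HeLa cell line; Doses: 5 µM primary, 0.02–20 µM confirmation; Incubation: 24 h compound exposure, 37°C; Detection: beta-catenin immunofluorescence imaging with DAPI; Read-out: beta-catenin nuclear/cytoplasmic ratio, % activation.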
MT stabilize HCS = microtubule stabilization, imaging screen; AID 2205; HeLa tubulin immunostaining HCS, 24 h; share of cells brighter than vehicle mean+2SD; 200,000 tested, 0.83% active; % tubulin-high responders, % at 10 µM;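 active = plate Z-score above 3 for both tubulin-high and condensed-nucleus cell shares, with cell loss under 80%, at 10 µM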;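 note: anti alpha tubulin signal scored within the nucleus-defined area of each cell; some results filed as inactive read as strong as hits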
Autophagy mod = autophagy modulation, high-content screen; 190,000 tested, 0.98% active; MEF GFP-LC3 puncta imaging; test concentration mostly 10 µM; calls only at 10 µM (by protocol);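 active = percentage of spot-positive cells more than 3 SD above its plate mean, without a fluorescence outlier flag or 80% toxicity; inconclusive = no clear call, values can overlap the other calls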;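 note: spot-positive cell cutoff set from DMSO-treated cells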
Myeloid diff MLP = myeloid differentiation induction; 360,000 tested, 1% active; ER-HoxA9 myeloid progenitors, lysozyme-GFP differentiation, flow cytometry; AID 624256; calls only at 10 µM;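 active = normalized GFP-positive differentiation at or above the plate's own cutoff, the solvent-only control mean plus 3 SD; inconclusive = no clear call, values can overlap the other calls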;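 note: cells exposed to compound for four days before flow analysis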
Ins promoter up = MIN6 insulin promoter up-regulation. MIN6 insulin promoter-GFP reporter, high-content imaging; stronger effect = higher value. z-score at 5 µM. 190,000 tested, 0.3% active. AID 1625;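 active = z-score above 3 at 5 µM with at least 500 cells counted in the well; inconclusive = wells under 500 cells, flagged as cytotoxic or low count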
T cell HTS = T cell immune modulators affecting CD8 T cell-vesicle binding. 2C CD8+ T cell-vesicle binding, flow cytometry; stronger effect = lower value. calls only at 7 µM. 330,000 tested, 0.068% active. AID 2052;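 active = response, share of CD8 T cells binding vesicles, and their 90th percentile fluorescence all below set limits, cut at about 80% in these data, passing the limit was not always enough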
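Benchmarks: naked versus QL9-loaded vesicles / Assay system: purified 2C TCR transgenic mouse naive CD8+ T cells / Technique: high-throughput flow cytometry with anti-B7-1 and anti-CD8 staining / Timing: Cell–vesicle co-incubation 1.5 h at 37 °C, staining 20 min on ice / Read-out: percent CD8+ FL2 mean versus row control / Probe or stimulus: QL9-loaded Drosophila micro-vesicles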
WT yeast gro inh = growth inhibition of WT yeast, mitochondrial fusion screen; 190,000 tested, 2.1% active; inhibition, % at 10 µM; mitochondrial fusion phenotypic screen, WT strain; AID 1362; in the data active = inhibition above about 58%; tested in S. cerevisiae
West Nile antiviral = West Nile virus antiviral activity, cell-based, CPE readout (AID 1621) | West Nile virus-infected cells, CPE inhibition; higher % means a stronger effect | CPE inhibition, % at 10 µM, or IC50 in µM where a hit was titrated | 290,000 tested, 0.02% active; in the data active = a potency from the dose series; inconclusive = CPE inhibition mostly from about 3.7% at the one dose, without a potency; inactive = the rest, 99 in 100 with CPE inhibition below about 2.2%; note: strong numbers were not always called active
WT yeast gro inh mutant strain = second read-out of WT yeast gro inh, no call of its own (marks repeat the call); inhibition, %; mitochondrial fusion phenotypic screen, mutant strain inhibition
Ins promoter up cell count = second read-out of Ins promoter up, no call of its own (marks repeat the call); cell count; measured here: cytotoxicity, nuclei count;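 total cells summed across four imaged fields per well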
Lipid droplet cells 6.5 µM = also measured in Lipid droplet; calls as there; cell count; measured here: cell count, cytotoxicity flag;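 cells counted across two imaged fields per well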
bCat nuc transl cell count 5 µM = second read-out of bCat nuc transl, no call of its own (marks repeat the call); cell count; measured here: cell count, cytotoxicity flag
T cell HTS vesicle-bound % = recorded beside T cell HTS, whose call it bears; double positive events, %; measured here: CD8+ vesicle-bound cell fraction;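 binding gate set so that unloaded-vesicle control wells show 10% double positive cells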
MT stabilize HCS Hoechst-high % = further read-out of MT stabilize HCS, marked with its call; % Hoechst-high responders; measured here: nuclear condensation Hoechst responders;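 share of cells brighter than vehicle mean plus two SD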
MT stabilize HCS cytotoxicity % = second read-out of MT stabilize HCS, no call of its own (marks repeat the call); toxicity, %; measured here: cytotoxicity by cell density;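 0% = mean cell density of plate MIN control wells and 100% = no cells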
Autophagy mod cell loss 18 h = also measured in Autophagy mod; calls as there; toxicity, %; measured here: cell loss, nuclei count;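 cell loss after 18 h compound exposure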
Myeloid diff MLP GFP+ MAC1+ % = also measured in Myeloid diff MLP; calls as there; GFP+ MAC1+ double positive, %; measured here: differentiation confirmed by MAC1 staining
An asterisk follows results filed as active; i = inactive; ? = inconclusive; . = not tested or not shown.

Structure,Lipid droplet,Lipid droplet cells 6.5 µM,bCat nuc transl,bCat nuc transl cell count 5 µM,MT stabilize HCS,MT stabilize HCS Hoechst-high %,MT stabilize HCS cytotoxicity %,Autophagy mod,Autophagy mod cell loss 18 h,Myeloid diff MLP,Myeloid diff MLP GFP+ MAC1+ %,Ins promoter up,Ins promoter up cell count,T cell HTS,T cell HTS vesicle-bound %,WT yeast gro inh,WT yeast gro inh mutant strain,West Nile antiviral
CS(=O)(=O)c1nc(S(=O)(=O)c2ccc(Cl)cc2)c(N2CCOCC2)s1,3.9,726,.,.,.,.,.,.,.,i,2.8,.,.,i,34.9,.,.,2.2%
O=C(Nc1ncc2c(n1)-c1ccccc1OC2)c1ccc(Cl)cc1,.,.,.,.,3.2,2.6,10.4,i,-0.5,i,2.6,.,.,i,30.2,-8.3,13.6,-0.6%
NC(=O)CSc1nc(C23CC4CC(CC(C4)C2)C3)nc2ccccc12,3.2,752,0.4,980,4.2,2.5,6.1,i,9.3,i,0.2,-1.45,1352,i,51.1,40.5,24.1,?
CCOC(=O)Cn1c(=O)oc2cc(S(=O)(=O)NCCC(C)C)ccc21,.,.,.,.,2.5,3.5,5.8,i,9.1,i,1.6,-0.31,868,i,44.4,0.7,6.6,0.4%
CCCS(=O)(=O)Nc1c(C(=O)O)[nH]c2ccc(OC)cc12,-2.3,703,-0.4,1287,.,.,.,.,.,i,0.8,0.41,1110,i,21.5,.,.,0.5%
COCCNc1nc2c(c(=O)n(Cc3ccccc3F)c(=O)n2C)n1C,6.1,776,.,.,.,.,.,.,.,i,0.5,.,.,i,65.7,.,.,-0.5%
COCCN1CCc2c(C)nc3c(-c4ccc(OC)c(OC)c4)cnn3c21,.,.,.,.,2.1,2.1,7.5,i,8.4,i,1.4,0.11,1295,i,40.3,-20.3,0.6,-0.3%
COCCCNC(=S)NC(=O)c1ccc(C)cc1,-21.9,523,3.7,497,5.4,3.3,5.5,i,-7.3,i,1.2,0.04,1232,i,44.8,3.5,8.1,-0.4%
COc1ccc(N2C(=O)CC(Sc3ncn[nH]3)C2=O)c(OC)c1 (stereo not drawn),.,.,-2.2,1164,1.9,3.0,10.0,i,-10.4,i,1.3,0,1104,i,63.0,-3.3,3.5,-0.4%
COc1cc(NCCCC(C)N)c2ncccc2c1 (stereo not drawn),.,.,.,.,3.1,1.5,4.9,i,-5.6,i,0.9,.,.,.,.,-18.1,-6.9,0.8%
Cc1cccc(CNC(=O)c2cc(S(=O)(=O)N3CCOCC3)cn2C)c1,-2.0,728,.,.,.,.,.,.,.,i,3.1,.,.,i,23.0,.,.,0.2%
c1ccc(N2CCN(c3nc4cc5c(cc4s3)OCO5)CC2)cc1,8.9,635,-2.4,1101,3.9,3.3,9.4,i,14.8,i,0.4,0.34,2014,i,6.4,-5.4,0.6,-0.7%
CCNc1nc(Oc2ccc(C#N)cc2)cc(C(F)(F)F)n1,15.1,690,0.4,861,4.2,2.5,6.4,i,-3.0,i,0.2,-0.15,1680,i,39.1,-1.4,13.0,-0.6%
COc1ccc(C)cc1NC(=O)c1ccc2c(c1)OCO2,5.4,755,7.1,979,1.8,1.6,5.7,i,-7.7,i,0.4,0.65,791,i,34.9,17.6,14.0,-0.8%
COCCCNC(=O)Cc1c(C)c2cc3c(cc2oc1=O)OC(C)(C)CC3,-0.2,395,.,.,.,.,.,.,.,i,0.4,.,.,i,47.1,.,.,-1.1%
O=C(O)CCCn1cc(NC(=O)c2ccco2)cn1,12.6,681,-2.5,1059,4.4,2.1,23.0,i,1.8,i,0.2,0.58,1574,i,46.2,11.6,-5.8,0.5%
CC(C)Oc1ccc(/C=C(/NC(=O)c2ccccc2)C(=O)NC(Cc2ccccc2)C(=O)O)cc1 (stereo not drawn),0.7,816,.,.,.,.,.,.,.,i,0.4,.,.,i,20.0,.,.,-0.2%
CCOC(=O)CSc1nnc(CNC(=O)c2ccc(OC)cc2OC)n1C,.,.,-2.4,838,4.0,2.2,14.7,i,-1.1,i,2.2,2.75,1367,i,66.1,1.4,2.2,-0.3%
CC(=O)NCC(=O)N[C@@H](CC(=O)OCc1ccccc1)C(=O)OCc1ccccc1,-50.4,734,-0.9,1292,.,.,.,.,.,i,0.4,0.28,1090,i,26.0,.,.,0.0%
CCC1CCC(C(=O)NC(CCSC)C(=O)NCCc2ccc(S(N)(=O)=O)cc2)CC1 (stereo not drawn),-19.2,783,.,.,.,.,.,.,.,i,0.5,.,.,i,47.4,.,.,0.3%
O=C(COc1ccc2ccccc2c1)Nc1ccc2c3c(cccc13)CC2,-18.1,589,0.0,1103,2.0,3.3,4.8,i,-17.7,i,0.2,0.1,1381,i,20.2,-7.2,-5.0,-0.7%
C/C(=N\O)C(C)(C)Nc1ccc(Cl)cc1,5.4,784,0.0,1303,.,.,.,.,.,i,0.9,0.05,997,i,19.3,.,.,-0.1%
O=C(Nc1ccc(Oc2ccccc2)nc1)C1CCN(Cc2ccco2)CC1,5.1,851,.,.,.,.,.,.,.,i,0.5,.,.,i,68.9,.,.,-0.5%
CCc1ccc(/C=C2/Sc3ccccc3N(CC(=O)NCCCN3CCOCC3)C2=O)cc1,-12.9,692,.,.,.,.,.,.,.,i,1.5,.,.,i,32.0,.,.,-1.0%
COc1cccc(N2CCN(C(c3ccccn3)c3nnnn3C(C)(C)C)CC2)c1 (stereo not drawn),2.1,718,-3.4,558,2.5,2.0,2.7,i,1.5,i,1.5,-0.33,1237,i,33.1,-6.8,-3.9,0.5%
CCc1cc2c(=O)c(-c3ccc(F)cc3)c(C(F)(F)F)oc2cc1OCC(=O)O,0.0,745,0.1,1485,2.1,2.1,2.3,i,-16.9,.,.,.,.,i,58.6,-4.0,-17.5,-0.8%
CNc1cc([N+](=O)[O-])ccc1N/C=C/C(=O)c1cccs1,-6.4,694,-1.4,1189,2.2,1.6,4.6,i,12.1,i,0.7,.,.,i,56.7,0.2,1.2,0.2%
CC(=O)c1c(C)[nH]c(C(=O)Nc2ccc(C)c(S(=O)(=O)Nc3ccc(C)cc3C)c2)c1C,-4.2,690,-0.7,1423,.,.,.,.,.,i,0.8,0.35,778,i,19.5,.,.,0.0%
CC(C)COc1ccc(C(=O)OCCN2CCOCC2)cc1,0.9,745,1.5,939,3.8,2.5,4.4,i,6.1,i,0.7,1.2,1036,.,.,-5.9,0.6,0.0%
COc1cccc(C(=O)N2C(C(=O)O)CSC2c2ccccc2Cl)c1 (stereo not drawn),-36.8,592,-0.6,604,3.7,2.4,2.5,i,-7.5,i,0.6,0.63,1155,i,11.7,-8.2,-7.7,0.1%

Ten consecutive compounds out of the list so far, for reference:
Structure,Lipid droplet,Lipid droplet cells 6.5 µM,bCat nuc transl,bCat nuc transl cell count 5 µM,MT stabilize HCS,MT stabilize HCS Hoechst-high %,MT stabilize HCS cytotoxicity %,Autophagy mod,Autophagy mod cell loss 18 h,Myeloid diff MLP,Myeloid diff MLP GFP+ MAC1+ %,Ins promoter up,Ins promoter up cell count,T cell HTS,T cell HTS vesicle-bound %,WT yeast gro inh,WT yeast gro inh mutant strain,West Nile antiviral
CS(=O)(=O)c1nc(S(=O)(=O)c2ccc(Cl)cc2)c(N2CCOCC2)s1,3.9,726,.,.,.,.,.,.,.,i,2.8,.,.,i,34.9,.,.,2.2%
O=C(Nc1ncc2c(n1)-c1ccccc1OC2)c1ccc(Cl)cc1,.,.,.,.,3.2,2.6,10.4,i,-0.5,i,2.6,.,.,i,30.2,-8.3,13.6,-0.6%
NC(=O)CSc1nc(C23CC4CC(CC(C4)C2)C3)nc2ccccc12,3.2,752,0.4,980,4.2,2.5,6.1,i,9.3,i,0.2,-1.45,1352,i,51.1,40.5,24.1,?
CCOC(=O)Cn1c(=O)oc2cc(S(=O)(=O)NCCC(C)C)ccc21,.,.,.,.,2.5,3.5,5.8,i,9.1,i,1.6,-0.31,868,i,44.4,0.7,6.6,0.4%
CCCS(=O)(=O)Nc1c(C(=O)O)[nH]c2ccc(OC)cc12,-2.3,703,-0.4,1287,.,.,.,.,.,i,0.8,0.41,1110,i,21.5,.,.,0.5%
COCCNc1nc2c(c(=O)n(Cc3ccccc3F)c(=O)n2C)n1C,6.1,776,.,.,.,.,.,.,.,i,0.5,.,.,i,65.7,.,.,-0.5%
COCCN1CCc2c(C)nc3c(-c4ccc(OC)c(OC)c4)cnn3c21,.,.,.,.,2.1,2.1,7.5,i,8.4,i,1.4,0.11,1295,i,40.3,-20.3,0.6,-0.3%
COCCCNC(=S)NC(=O)c1ccc(C)cc1,-21.9,523,3.7,497,5.4,3.3,5.5,i,-7.3,i,1.2,0.04,1232,i,44.8,3.5,8.1,-0.4%
COc1ccc(N2C(=O)CC(Sc3ncn[nH]3)C2=O)c(OC)c1 (stereo not drawn),.,.,-2.2,1164,1.9,3.0,10.0,i,-10.4,i,1.3,0,1104,i,63.0,-3.3,3.5,-0.4%
COc1cc(NCCCC(C)N)c2ncccc2c1 (stereo not drawn),.,.,.,.,3.1,1.5,4.9,i,-5.6,i,0.9,.,.,.,.,-18.1,-6.9,0.8%

Screening results as filed in PubChem BioAssay.

An unsorted share of the library (roughly 3.9% active in at least one column).
